NR1D1 modulator = Rev-erb alpha (human) modulation; P20393; Rev-erbα–FITC-DNA binding, fluorescence polarization, 90 min; activity, % at 10 µM; 370,000 tested, 0.79% active; AID 1259318;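 active means activity above about 14%, limit read from the data; passing the limit was not always enough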;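 further: 0% = DMSO wells with 35 nM protein and 100% = DMSO wells with 750 nM protein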
LEDGF integ inh = blocks HIV-1 LEDGF/p75-dependent DNA integration. TR-FRET IN-LEDGF/p75 DNA integration, Eu/Cy5. inhibition, % at 3.7 µM. 370,000 tested, 0.64% active. AID 743269;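 active means inhibition above the screen-wide mean plus 3 SD, cut at about 13% in these data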;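 further: signal is the Cy5 over europium emission ratio at 671 and 618 nm; 0% = plate median of compound wells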
TCR CD3 inh = blocks the human TCR-CD3 interaction | 360,000 tested, 0.37% active | TAMRA-labeled TCR probe fluorescence, biochemical | inhibition, % at 9.4 µM; in the data active means inhibition above about 19%;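 further: recombinant mutant TCR 2C K166C tagged with TAMRA read by polarization; 0% = receptor in buffer alone and 100% = receptor with positive control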
SIAE inh = human SIAE inhibition, primary screen; AID 1053197; 370,000 tested, 0.69% active; SIAE FP-Rh probe binding, fluorescence polarization; inhibition, % at 9.66 µM; Q9HAT2;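 active means inhibition above a cutoff: mean of compounds within the control limits plus 3 SD of those, cut at about 17% in these data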;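 further: 0% = plate median of compound wells and 100% = probe without SIAE protein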
Target sequence (Q9HAT2 whole entry, looked up): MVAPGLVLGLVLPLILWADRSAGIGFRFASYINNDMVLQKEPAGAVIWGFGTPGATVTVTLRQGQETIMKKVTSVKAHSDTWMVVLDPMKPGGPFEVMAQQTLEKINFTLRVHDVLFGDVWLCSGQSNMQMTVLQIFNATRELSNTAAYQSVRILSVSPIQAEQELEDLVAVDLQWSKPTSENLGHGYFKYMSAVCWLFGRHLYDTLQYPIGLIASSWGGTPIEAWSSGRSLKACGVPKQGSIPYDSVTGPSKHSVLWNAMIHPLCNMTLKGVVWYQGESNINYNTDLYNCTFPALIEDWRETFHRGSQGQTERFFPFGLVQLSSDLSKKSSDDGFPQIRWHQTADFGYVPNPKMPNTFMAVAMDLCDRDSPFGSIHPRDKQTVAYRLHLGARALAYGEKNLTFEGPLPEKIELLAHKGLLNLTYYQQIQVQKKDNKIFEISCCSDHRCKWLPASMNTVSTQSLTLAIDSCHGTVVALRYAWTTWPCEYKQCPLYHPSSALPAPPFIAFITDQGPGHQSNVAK
PG9 binder = small molecules binding HIV-1 gp120 antibody PG9 | TR-FRET gp120-PG9 antibody binding | inhibition, % at 6.7 µM | 360,000 tested, 0.43% active; in the data active means inhibition above about 8.5%
ABHD4 inh = ABHD4 (mouse) inhibition, primary FP screen; Q8VD66; purified mABHD4, FP-Rh probe fluorescence polarization; inhibition, % at 8.92 µM; 370,000 tested, 0.54% active; AID 720543;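 active means inhibition exceeding the mean over every tested compound plus 3 SD, cut at about 30% in these data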;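 further: 0% = plate median of compound wells and 100% = S159A mutant with DMSO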
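Assay system: mouse ABHD4 enzyme, wild type / Also added: fluorescent activity-based probe FP-Rh / Doses: single nominal dose of 8.92 µM, 0.89% DMSO final / Timing: 45 min compound pre-incubation plus 60 min probe step, 25 °C / Signal: FP readout, ex 525 nm / em 598 nm / Control set: S159A mutant/DMSO as 100%, compound-well median as 0%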
TDP2 absorb = blocks human TDP2 phosphodiesterase activity; recombinant TDP2, T5PNP hydrolysis, p-nitrophenol absorbance 415 nm; inhibition, % at 12.8 µM; 370,000 tested, 0.34% active;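 active means inhibition above the mean of all tested compounds plus 3 SD, set per campaign, cut at about 25% in these data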;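 further: 0% = DMSO with enzyme and 100% = buffer with substrate but no TDP2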
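System – recombinant human TDP2 · Amount – 120 nM TDP2 per well · Buffer or medium – Mg2+-containing Tris-HCl buffer, pH 7.5 · Reagent – T5PNP substrate, 5 mM · Dosing – 12.8 µM single point, 1% DMSO · Incubation – 2 h at 37 °C · Measured by – epi absorbance · Read-out basis – percent inhibition · Benchmarks – high control without enzyme, low control DMSO plus TDP2 · Repeats – singlicate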
PRMT1 FP inh = PRMT1 (human) inhibition, primary screen; 370,000 tested, 1.3% active; Q99873; inhibition, % at 2.79 µM; recombinant PRMT1, activity-based probe fluorescence polarization;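 active means inhibition above about 21% made by adding two undisclosed values, limit read from the data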
Target sequence (Q99873 whole entry, looked up): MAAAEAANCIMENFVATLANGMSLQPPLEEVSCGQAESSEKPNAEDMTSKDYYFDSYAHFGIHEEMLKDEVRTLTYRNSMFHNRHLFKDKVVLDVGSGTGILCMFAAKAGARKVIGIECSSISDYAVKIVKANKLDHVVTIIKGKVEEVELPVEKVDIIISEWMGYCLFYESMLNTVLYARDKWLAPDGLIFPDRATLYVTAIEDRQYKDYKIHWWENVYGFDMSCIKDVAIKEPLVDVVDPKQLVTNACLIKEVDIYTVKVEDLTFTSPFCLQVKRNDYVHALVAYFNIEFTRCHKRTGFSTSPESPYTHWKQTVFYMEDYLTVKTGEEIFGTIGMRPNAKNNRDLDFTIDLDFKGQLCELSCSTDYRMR
HTRA1 inh = HTRA1 (human) protease inhibition | recombinant HTRA1, FP-rhodamine activity-based probe, fluorescence polarization | 340,000 tested, 0.5% active | inhibition, % at 5.96 µM; in the data active means inhibition above about 36%;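 further: 0% = enzyme with DMSO and 100% = wells lacking enzyme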
rCAG binder = binds r(CAG) RNA repeats; r(CAG) RNA repeat, TO-PRO-1 dye displacement fluorescence; inhibition, % at 3 µM; 370,000 tested, 1.3% active; AID 651821;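 active means inhibition above the plate cutoff, the mean of all test compounds on that plate plus 3 SD, cut at about 35% in these data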;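 further: 0% = DMSO alone and 100% = 100 µM mitoxantrone as full dye displacement; higher means more dye released from RNA so lower well fluorescence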
* marks the source's active call; other numbers are inactive results; nt = not tested or not shown; & = joins results of further samples.

SMILES	NR1D1 modulator	LEDGF integ inh	TCR CD3 inh	SIAE inh	PG9 binder	ABHD4 inh	TDP2 absorb	PRMT1 FP inh	HTRA1 inh	rCAG binder
COc1ccc(N2CCN(S(=O)(=O)CCNC(=O)COc3cccc(OC)c3)CC2)cc1	1	3	10	6	-1.9	4	-2	-2	-1	-1
Cc1c(NC(=O)CSc2nnc(-c3ccco3)n2-c2ccccc2)c(=O)n(-c2ccccc2)n1C	-1	-2	4	-5	-0.4	2	8	-3	-4	1
O=C(CSc1nc(-c2ccccc2Cl)ns1)NCc1ccc2c(c1)OCO2	2	-2	3	-4	1.4	0	-3	-5	5	0
CCOC(=O)c1c(NC(=O)C[n+]2ccc(Cc3ccccc3)cc2)sc(C)c1C	-1	-1	5	7	0.7	6	6	-1	5	14
Cc1cccc(C2Nc3ccccc3C(=O)N2c2ccccc2)n1 (stereo unspecified)	3	1	9	0	-1.2	-1	7	0	5	0
CC1(C)C(=O)Nc2ccccc2N1C(=O)COC(=O)CSc1ccc(F)cc1	6	0	4	4	-0.9	-3	7	-2	-6	2
CCOC(=O)C1NN=C(C(=O)c2ccccc2)C1c1ccccc1 (stereo unspecified)	-6	-4	-3	-7	0.5	4	5	3	1	-3
CCc1nc2ccccc2c(=O)n1/N=C/c1ccc(OC)cc1	-6	4	-4	2	-0.8	-1	3	-4	-3	0
CCC(=O)N1CCc2cc(S(=O)(=O)CCC(=O)NCc3ccc4c(c3)OCO4)ccc21	-5	1	1	4	1.7	-6	12	1	2	-4
CC(C)Cn1c(N)c(C(=O)COC(=O)c2cccc(F)c2)c(=O)n(C)c1=O	2	0	-3	0	0.9	-1	1	1	-10	-4
C=C(C)c1cccc(C(C)(C)NC(=O)N2CCN(c3ccccc3OC)CC2)c1	-4	-2	6	7	-3.1	2	6	-1	-1	-9
CC(=O)Oc1cc(C(C)C)c(OCCN(C)C)cc1C	-4&1	-3	0	0	1.6	3	-4	2	6	-1
Cc1ccc2cccc(Oc3ncnc4scc(-c5ccccc5)c34)c2n1	4	-1	-6	-1	-1.4	-14	2	0	-40	6
COc1ccc(C(=O)OCC(=O)NC(=O)NC2CCCC2)cc1OC	3	1	2	-3	0.7	0	1	-4	11	0
CCOC(=O)C(C)Oc1ccc2c(C)cc(=O)oc2c1C(C)=O (stereo unspecified)	4	1	-6	-6	1.1	1	4	1	2	-2
Cc1c(/C=N/Nc2ccc(C(=O)O)cc2)c2ccccc2n1C	-3	6	0	4	-9.1	9	3	2	2	7
C[C@@H]1CN([C@H](C)CO)C(=O)c2cc(Br)cnc2O[C@@H]1CN(C)Cc1cncnc1	2	2	0	8	1.3	5	13	0	1	1
Brc1ccc(C2=Nn3c(Cn4nnc5ccccc54)nnc3SC2)cc1	-6	2	5	-5	-1.9	-8	-3	0	nt	-3
Cc1cccc(OCC(=O)N(Cc2ccc(F)cc2)C2CCS(=O)(=O)C2)c1C (stereo unspecified)	-1	0	5	-4	0.5	-1	6	0	-7	-4
CCCCCC/C=N/Nc1nnc(Cc2ccc(OC)c(OC)c2)c(=O)[nH]1	0	-1	-14	-6	0.3	5	14	5	-9	4
COc1c(C)cc(C(O)c2ncc(-c3cccc4ccccc34)[nH]2)cc1C (stereo unspecified)	-1	-1	-9	8	-2.1	-1	-4	2	nt	2
C[C@H]1CN([C@@H](C)CO)C(=O)c2c(c3ccccc3n2C)-c2ccccc2CO[C@H]1CN(C)C(=O)Nc1cccc(F)c1	2	-5	4	1	-1.6	-3	4	1	nt	9
O=C(/C=C/c1ccco1)N(Cc1cccc(Cl)c1)C1CCS(=O)(=O)C1 (stereo unspecified)	3	8	3	5	-0.1	-1	-11	5	0	14
CC(C)(O)[C@@H]1Cc2c(ccc3ccc(=O)oc23)O1	-3	0	4	-2	2.0	7	-1	-4	4	-1

Ordered by molecular weight (falling): three of the compounds above
SMILES	NR1D1 modulator	LEDGF integ inh	TCR CD3 inh	SIAE inh	PG9 binder	ABHD4 inh	TDP2 absorb	PRMT1 FP inh	HTRA1 inh	rCAG binder
CCCCCC/C=N/Nc1nnc(Cc2ccc(OC)c(OC)c2)c(=O)[nH]1	0	-1	-14	-6	0.3	5	14	5	-9	4
COc1c(C)cc(C(O)c2ncc(-c3cccc4ccccc34)[nH]2)cc1C (stereo unspecified)	-1	-1	-9	8	-2.1	-1	-4	2	nt	2
CC(C)(O)[C@@H]1Cc2c(ccc3ccc(=O)oc23)O1	-3	0	4	-2	2.0	7	-1	-4	4	-1

(further entries)
SMILES	NR1D1 modulator	LEDGF integ inh	TCR CD3 inh	SIAE inh	PG9 binder	ABHD4 inh	TDP2 absorb	PRMT1 FP inh	HTRA1 inh	rCAG binder
CC(O)CN1CCN(C(=O)CN2C(=O)NC(c3ccccc3)(c3ccccc3)C2=O)CC1 (stereo unspecified)	5	2	-12	-6	0.7	-14	-7	8	1	-4
C=CCn1c(SCC(=O)NCC2CCCO2)nc2scc(-c3ccc(OC)cc3)c2c1=O (stereo unspecified)	0	-3	-3	-1	-0.6	-2	5	4	-9	-5
CCCN(CC(=O)Nc1cc(C)on1)CC(=O)Nc1ccc(F)c(F)c1F	-2	1	-4	-3	1.9	-5	-17	0	-5	-2
Cc1cc(C)n2nc(C(=O)OC(C)C(=O)c3ccccc3)nc2n1 (stereo unspecified)	9	2	10	-1	0.8	-4	18	-5	-3	-2
NC(=O)c1cccc(-c2ccnc3c2CC(C(=O)Nc2cccc(C(F)(F)F)c2)O3)c1 (stereo unspecified)	4	-4	-5	-8	-0.6	3	-4	4	nt	2
COc1ccccc1N1CCN(Cc2cc3c(cc2Br)OCCO3)CC1	6	1	2	-1	-2.1	-8	11	-4	2	-8
CN1CCN(C(=O)C2=C[C@H](c3ccc4c(c3)OCO4)C[C@H](OCc3ccc(CO)cc3)O2)CC1	-1	-3	5	5	-0.8	8	-9	-1	-2	-6
Oc1ccc(Br)cc1/C=N/N1CCCCC1	-2	0	-4	5	-1.5	3	11	1	-4	-1
COc1cc(C(=O)O)cc(NC(=O)c2cccs2)c1OC	-4	0	0	-6	-2.8	2	5	1	0	4
O=C(/C=C/c1ccco1)NC(=S)Nc1ccccc1Br	-6	5	5	4	-1.6	-4	11	0	-8	8
COC(=O)c1ccc(CSc2nnc(NC(=O)C3CC(=O)N(Cc4ccc(C)cc4)C3)s2)cc1 (stereo unspecified)	12	1	6	-4	-0.1	-2	1	-6	-42	12
COc1ccc(OC)c(NC(=O)C(CCSC)NS(=O)(=O)c2cccs2)c1 (stereo unspecified)	8	-2	-7	8	0.7	2	13	1	2	-1
Cc1ccc(C(=O)Nc2ccc(N3CCN(C)CC3)cc2)cc1	-4	4	-10	3	-0.3	-2	-22	-2	12	0
O=C(O)c1cc2n(n1)C(C(F)(F)F)CC(C1CC1)N2 (stereo unspecified)	3	-5	0	5	1.2	6	1	0	-1	-4
CCOc1ccc(NC(=O)CCC(=O)N/N=C2\CCCc3ccccc32)cc1	-5	-3	-1	-2	-0.8	-3	2	5	3	-4
O=C(COC(=O)CCSc1ccc(Cl)cc1)NCc1ccco1	1	-3	2	-2	1.2	0	0	2	-7	-2
CCCCn1c(N)c(N(CCOC)C(=O)c2ccc(N3CCCC3=O)cc2)c(=O)[nH]c1=O	1	-2	1	-1	-0.1	-6	-6	5	0	2
CCCC(C)C(=O)Nc1ccc(C(N)=O)cc1 (stereo unspecified)	-4	0	3	-7	-4.2	1	-1	0	5	-2
COc1ccc(C(=O)C2CCCN(Cc3cn(C)nc3-c3ccccc3)C2)cc1F (stereo unspecified)	-2	1	-1	3	-2.3	9	-5	-2	-8	-1
COc1cc(N/C(N)=N/c2nc(C)cc(C)n2)c(OC)cc1Cl	3	1	10	-1	-2.3	5	10	0	-5	13
CCN(CC)S(=O)(=O)c1ccc(N2CCOCC2)c(NC(=O)COc2ccccc2)c1	1	1	-5	-6	1.5	18	5	4	-25	2
Cc1ccc(S(=O)(=O)N(C)c2ccc(C(=O)O)cc2)cc1	-2	0	4	5	-2.5	1	-1	-4	9	0
COc1ccc(-n2c(=O)c3ccccc3c3ccccc3c2=O)cc1	-3	4	-3	3	-0.9	1	10	-1	3	2
COc1cc(/C=C(/C#N)c2ccc(C)cc2)ccc1Oc1ccc([N+](=O)[O-])cn1	nt	-5	2	35*	-1.7	-12	-3	-2	3	2
O=C(NNS(=O)(=O)c1ccc(Br)cc1)c1cccs1	-4	1	0	1	-0.8	-10	4	-2	4	0
Cc1cccc([C@H](NC(=O)OC(C)(C)C)C(=O)OC(C)(C)C)c1	-4	-2	3	-6	1.2	1	-1	-1	-4	-8
CCOC(=O)c1c(C)[nH]c(C)c1C(=O)COC(=O)/C=C/c1cccc(C(F)(F)F)c1	-2	4	-5	-9	-1.5	-11	-17	3	-31	-3
O=C(NCc1ccc2c(c1)OCO2)c1cnc2ccccn2c1=O	-1	4	-1	0	-2.3	0	-4	-2	0	0
O=C(CCCN1C(=O)/C(=C/c2cccs2)SC1=S)Nc1cccc(O)c1	-1	-10	-5	-13	-1.6	-9	-18	4	-52	16
Cc1ccc2oc(C(=O)NC3CCS(=O)(=O)C3)cc(=O)c2c1 (stereo unspecified)	1	2	-3	2	-0.7	1	-12	-2	-1	2
COc1ccc(CC(=O)Nc2nc3ccccc3s2)cc1S(=O)(=O)N1CCOCC1	0	4	-9	1	0.8	-6	11	-1	-17	6
CCc1nnc(NC(=O)CSc2nnc(-c3c[nH]c4ccccc34)n2CC)s1	2	3	-1	0	-0.2	3	0	-2	-6	0
CCCCN(C)c1nc(-c2ccco2)c2c(c1C#N)CC(C)(C)OC2	3	5	-4	8	-1.1	6	-2	21*	-10	33
O=C(NCC(c1ccco1)N1CCCC1)c1ccc(Cl)cc1 (stereo unspecified)	-6	1	-1	-1	-1.6	9	-2	-5	1	-4
COc1ccccc1CNC(=O)COc1ccccc1OC	-5	-1	-8	-2	-1.6	-2	2	3	3	-5
CCN(c1ccc(OC)cc1)S(=O)(=O)c1cc(-c2cc(C)no2)ccc1C(C)C	0	3	-5	3	-0.3	-10	-1	2	-38	1
CNc1nc(-c2ccc3c(c2)CCN3C(=O)c2cccc(F)c2)cs1	-2	3	8	7	-1.6	-1	0	-2	-9	7
Cc1ccc(S(=O)(=O)N2CCN(C(=O)CN3C(=O)NC(C)(c4ccc5ccccc5c4)C3=O)CC2)cc1 (stereo unspecified)	0	1	-1	-3	-0.6	1	5	-5	-9	5
CCOc1cccc(-c2nnc3sc(COc4ccc(C)cc4)nn23)c1	-4	0	-7	6	0.9	-1	8	0	-13	-5
Cc1nc2ccccc2n1CCc1nc2c3ccccc3nc(SCC(=O)NCc3ccco3)n2n1	-9	0	7	-8	0.5	-1	7	-2	-4	-2
CN(C)C1=NCCN1CCCCc1ccccc1	-1	-2	6	5	0.0	6	3	0	-4	2

Screens deposited in PubChem BioAssay by several laboratories.

These rows are one share of the data; the hit share may differ from the screen's.
